# H37Rv inhibition: M. tuberculosis growth inhibition, HTS (AID 449762) | M. tuberculosis H37Rv growth inhibition, 7H9 media; higher % means a stronger effect | one-dose inhibition, % at 25 µM; IC50 in µM for titrated hits | actives 0.59% (n = 330,000); in the data active = a potency from the dose series; inconclusive = inhibition above about 70% without an active follow-up result;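 note: bacterial growth assessed after seven days of incubation; strong numbers were not always called active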
# influenza NS1A: H1N1 influenza NS1A inhibitors, functional cell based assay (AID 504329); one-dose inhibition, % at 12.5 µM; IC50 in µM for titrated hits; actives 0.3% (n = 340,000); NS1A functional cell-based assay, percent inhibition; higher % means a stronger effect; in the data active = a potency from the dose series; inconclusive = inhibition above about 27% without an active follow-up result; note: strong numbers were not always called active
# M. tuberculosis: growth inhibition of non-replicating M. tuberculosis (AID 488890); Mycobacterium tuberculosis non-replicating, growth inhibition; higher % means a stronger effect; actives 0.39% (n = 320,000); inhibition, % at 25 µM, or IC50 in µM where a hit was titrated; in the data active = a potency from the dose series; inconclusive = inhibition mostly from about 82% at the one dose, without a potency; inactive = the rest, 99 in 100 with inhibition below about 76%;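 note: plate controls were DMSO cells for no effect and high antibiotic wells for full effect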
# Salmonella PhoP GFP: Inhibition of PhoP regulon, Salmonella typhi GFP reporter cells, confirmation, 4 h (AID 1850). inhibition, % at 50 µM; hits with a dose series show IC50 in µM. actives 0.33% (n = 310,000). Salmonella Typhi PhoP-promoter GFP reporter, fluorescence, 4 h; higher % means a stronger effect; in the data active = a potency from the dose series; inconclusive = inhibition mostly from about 25% at the one dose, without a potency; inactive = the rest, 99 in 100 with inhibition below about 19%;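 note: 0% = induced wells with vehicle and 100% = uninduced wells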
# inhibitors of VEEV: inhibitors of VEEV TC-83 cytopathic effect, confirmation, Vero cells (AID 588727); one-dose inhibition, % at 20 µM; IC50 in µM for titrated hits; actives 0.13% (n = 350,000); Vero cells, VEEV TC-83 cytopathic effect inhibition; higher % means a stronger effect; in the data active = a potency from the dose series; inconclusive = inhibition mostly from about 14% at the one dose, without a potency; inactive = the rest, 99 in 100 with inhibition below about 12%; note: strong numbers were not always called active
# inhibitors of VEEV 10K pilot screen: second read-out of inhibitors of VEEV, no call of its own (marks repeat the call); inhibition, %; measured here: 10K pilot screen inhibition
# Starred values were filed as active, the others as inactive; i = inactive; ? = inconclusive; / = no result given.
SMILES,H37Rv inhibition,influenza NS1A,M. tuberculosis,Salmonella PhoP GFP,inhibitors of VEEV,others
CCCCCCOc1ccc(N2C(=O)CC(NCCc3ccc(S(N)(=O)=O)cc3)C2=O)cc1 (stereo not drawn),-3%,0%,9%,-8%,0.2%,
Cc1cc(=O)oc2cc(OC(=O)CCCCCN3C(=O)c4ccccc4C3=O)ccc12,51%,0%,79%,-2%,2.8%,
Cc1ccc(-n2nnc3c(SCC(=O)NCc4ccco4)ncnc32)cc1,10%,5%,?,-1%,4.7%,
COC(=O)Nc1nnc(Cc2ccccc2)s1,-2%,13%,14%,-3%,i,
CCc1ccc(N2CC(C(=O)N/N=C/c3ccccc3OC)CC2=O)cc1 (stereo not drawn),-6%,-5%,-1%,9%,2.8%,
COC(=O)c1ccn(CSc2c(F)c(F)cc(F)c2F)n1,-3%,-12%,-13%,/,2.6%,
CCCCNc1cc(Cl)nc(N)n1,1%,-12%,-1%,0%,0.6%,
CCOC(=O)c1ccccc1NC(=O)Cc1c(C(=O)O)n(C)c2ccccc12,-5%,-16%,22%,-3%,0.8%,
Cc1ccc(C)c(OCCC(=O)Nc2cccc(S(=O)(=O)N3CCCCC3)c2)c1,5%,-7%,32%,/,8.2%,
CC(C)(C)c1cc(C(=O)CCN2CCOCC2)cc(C(C)(C)C)c1O,24%,-3%,?,2%,4.8%,
CN(Cc1ccc(Cl)cc1)C(=O)c1cc(S(=O)(=O)N2CCOCC2)ccc1N1CCCC1,-9%,-6%,28%,15%,6.3%,
O=C(NCc1nnc(SCC(=O)N2CCN(c3ccccc3)CC2)o1)c1c(F)cccc1Cl,-5%,-1%,22%,0%,i,
CCCSc1nc(C)c(C(C)=O)cc1C#N,-5%,-8%,5%,-2%,0.0%,
CCOC(=O)CS(=O)(=O)c1ccc(O)cc1,-1%,8%,-6%,-3%,0.2%,inhibitors of VEEV 10K pilot screen=0.5
COc1cc(/C=N/N2CCN(c3ccccc3)CC2)ccc1OC(C)=O,8%,-7%,4%,-5%,0.6%,
Cc1csc(NC(=O)CSc2nnc(-c3ccc(Cl)cc3)n2N)n1,-10%,-2%,1%,-2%,i,
CCOC(=O)/C(C#N)=N/Nc1ccc(S(=O)(=O)Nc2cc(OC)nc(OC)n2)cc1,2%,/,1%,2%,0.7%,
CNc1nnc(-c2cc3cc(Cl)ccc3oc2=O)s1,?,1%,76%,8%,9.6%,
COC(=O)c1ccc(C(C(=O)NC2CCCCC2)N(C(=O)Cc2cccs2)C2CC2)cc1 (stereo not drawn),-5%,-2%,16%,4%,i,
CCc1ccc2c(c1)C(=O)C[C@]1(CCC[C@H](C)C1)O2,6%,-9%,6%,-1%,1.6%,inhibitors of VEEV 10K pilot screen=0.0
CCCCN(CC)CCNC(=O)c1cc2c(=O)n(CC)c3ccccc3c2s1,10%,6%,48%,8%,i,
CCCNC(=O)c1cc(S(=O)(=O)N2CCCCC2)ccc1N1CCOCC1,-2%,11%,-7%,4%,i,
Cc1ccc2nc(C(=O)O)c(C(=O)O)nc2c1,7%,8%,13%,-8%,0.2%,
O=C(Nc1ccc(Cl)c(Cl)c1)Nc1cc(C(=O)NC2CC2)ccc1Cl,-3%,/,5%,-3%,/,
CCCCCOc1ccc(C2NC(=O)NC2=O)cc1 (stereo not drawn),4%,-9%,/,-5%,1.0%,
COc1cccc(C(=O)O[C@H]2[C@H](C)NS(=O)(=O)[C@H]3C[C@@H]4C=C[C@]23O4)c1,2%,-5%,3%,/,0.5%,
CC(C(=O)Nc1cccc([N+](=O)[O-])c1)n1nnc2ccccc21 (stereo not drawn),-4%,2%,12%,-5%,i,
CCCn1c(O)c2ccc(C(=O)N=NC(=O)c3cccnc3)cc2c1O,-10%,16%,-12%,-4%,0.8%,
CC(C)(C)c1cccc(OCCCSc2ncccn2)c1,-5%,-4%,1%,5%,8.7%,
O=C(CCCOc1ccc(Cl)cc1Cl)NNC(=O)C1CCC1,6%,15%,34%,24%,6.3%,
Cc1ccc(S(=O)(=O)NC(C(=O)Oc2cc3oc(=O)cc(C)c3cc2Cl)C(C)C)cc1 (stereo not drawn),-1%,16%,-10%,-5%,3.5%,
CN(Cc1ccccc1)S(=O)(=O)c1ccc(NS(=O)(=O)Cc2ccccc2)cc1,-12%,19%,-4%,-8%,0.1%,
CN(C(=O)COC(=O)c1cc(=O)[nH]c2ccccc12)C1CCCCC1,-13%,-1%,3%,/,1.4%,
C=CCOc1ccc(C2C(C(=O)c3ccco3)=C(O)C(=O)N2Cc2cccnc2)cc1 (stereo not drawn),-3%,13%,21%,-2%,1.2%,
[N-]=[N+]=NCC/C=C\C1NS(=O)(=O)OCC1O (stereo not drawn),-7%,1%,-27%,-1%,0.1%,
CCCN(CC(=O)Nc1ccccc1C)C(=O)COC(=O)c1cnc(C)cn1,/,-4%,/,/,3.3%,
Cn1c(CCCOc2ccc(Cl)cc2Cl)nnc1SCC(=O)Nc1ccc(F)c(Cl)c1,14%,-2%,10%,-4%,5.4%,
COc1ccccc1N(CC(=O)NC1CC2CCC1C2)S(=O)(=O)c1ccc(C)cc1 (stereo not drawn),-4%,18%,31%,-2%,5.2%,
CC(=O)Nc1ccc(S(=O)(=O)NCC2CCC(C(=O)NCc3ccccc3)CC2)cc1 (stereo not drawn),5%,13%,7%,-7%,0.6%,
Cc1ccc(S(=O)(=O)NC(=O)Nc2ccc(C)cn2)cc1,0%,-5%,-18%,-14%,2.6%,

# Ordered by formula weight (smallest number first): part of the list above
SMILES,H37Rv inhibition,influenza NS1A,M. tuberculosis,Salmonella PhoP GFP,inhibitors of VEEV,others
CCCCNc1cc(Cl)nc(N)n1,1%,-12%,-1%,0%,0.6%,
[N-]=[N+]=NCC/C=C\C1NS(=O)(=O)OCC1O (stereo not drawn),-7%,1%,-27%,-1%,0.1%,
COC(=O)c1ccn(CSc2c(F)c(F)cc(F)c2F)n1,-3%,-12%,-13%,/,2.6%,
COc1ccccc1N(CC(=O)NC1CC2CCC1C2)S(=O)(=O)c1ccc(C)cc1 (stereo not drawn),-4%,18%,31%,-2%,5.2%,

# Additional records.
SMILES,H37Rv inhibition,influenza NS1A,M. tuberculosis,Salmonella PhoP GFP,inhibitors of VEEV,others
COc1cc2cccc(OC)c(=O)c2c(O)c1OC,-1%,7%,6%,-19%,0.7%,
CCN1CCN(c2ccc(S(=O)(=O)N3CCCCC3)cc2NC(=O)Cc2ccc(Cl)c(Cl)c2)CC1,?,9%,?,-11%,1.5%,
Nc1nc(Nc2cccc(F)c2)nc2ccccc12,-5%,12%,-6%,23µM*,7.0%,
CNc1ccc(C(=O)OCC(=O)NC(=O)NC2CCCC2)cc1[N+](=O)[O-],-8%,-5%,-10%,/,2.2%,
CCOc1ccc(NC(=O)CC2C(=O)N(c3ccc(OC)cc3)C(=O)N2CCc2ccc(OC)c(OC)c2)cc1 (stereo not drawn),-6%,1%,19%,-5%,0.6%,inhibitors of VEEV 10K pilot screen=1.5
COc1ccccc1CNc1ncc(-c2ccc(F)cc2)n1C,4%,-2%,16%,9%,1.1%,
O=C(c1cc(-c2ccccc2)nn1-c1ccccc1)N1CCN(S(=O)(=O)c2ccc(F)cc2)CC1,-2%,-8%,5%,-3%,3.8%,
CCc1cc2cc3c(cc2nc1SCC(=O)OC(C)C)OCO3,38%,6%,50%,0%,i,
COc1ccc(Nc2nnc(-c3ccncc3)s2)cc1Cl,0%,-9%,-11%,5%,0.4%,
CCOc1ccc2oc(-c3ccccc3)c(C(N)=O)c2c1,3%,-1%,-13%,10%,1.2%,
c1ccc(-n2c(SCC3CCCCO3)nnc2-c2cnccn2)cc1 (stereo not drawn),-3%,-17%,1%,-8%,2.5%,
O=C(NC1CCCN(Cc2ccc(Cl)cc2)C1)c1ccnc(Cl)c1 (stereo not drawn),0%,-24%,41%,4%,0.1%,
O=C1NC2C(O)C(O)C(O)C(O)C2c2cc3c(c(O)c21)OCO3 (stereo not drawn),/,-1%,/,/,5.6%,
Cc1ccc(S(=O)(=O)CC(c2ccccc2)N2CCCCC2)cc1 (stereo not drawn),7%,0%,?,-6%,i,
CCc1cc(=O)oc2cc(C)cc(OC(C)C(=O)NCCCN3CCCC3=O)c12 (stereo not drawn),-1%,-12%,18%,-4%,2.3%,
Cc1ccc(C)c(OCC(=O)Nc2cccc(C(=O)O)c2)c1C,-15%,2%,3%,28%,i,
O=C1CCCN1CCCNc1ncccc1[N+](=O)[O-],-10%,7%,-2%,-11%,1.1%,
O=C(Nc1ccc(OC(F)(F)F)cc1)c1ccc(-n2cncn2)nc1,2%,9%,1%,-6%,i,
CCOC(=O)CSc1nnc(CNC(=O)c2ccc(OC)c(OC)c2)n1C,2%,-6%,14%,-14%,i,
O=C(COc1ccc(F)cc1Cl)N1CCN(C(=O)c2cccs2)CC1,-7%,-1%,12%,/,0.4%,

# Filtered by structure, the entries above containing a COOH group (3)
SMILES,H37Rv inhibition,influenza NS1A,M. tuberculosis,Salmonella PhoP GFP,inhibitors of VEEV,others
CCOC(=O)c1ccccc1NC(=O)Cc1c(C(=O)O)n(C)c2ccccc12,-5%,-16%,22%,-3%,0.8%,
Cc1ccc2nc(C(=O)O)c(C(=O)O)nc2c1,7%,8%,13%,-8%,0.2%,
Cc1ccc(C)c(OCC(=O)Nc2cccc(C(=O)O)c2)c1C,-15%,2%,3%,28%,i,

# Entries shown so far that contain a furan ring, fused or not, in the order listed:
SMILES,H37Rv inhibition,influenza NS1A,M. tuberculosis,Salmonella PhoP GFP,inhibitors of VEEV,others
Cc1ccc(-n2nnc3c(SCC(=O)NCc4ccco4)ncnc32)cc1,10%,5%,?,-1%,4.7%,
C=CCOc1ccc(C2C(C(=O)c3ccco3)=C(O)C(=O)N2Cc2cccnc2)cc1 (stereo not drawn),-3%,13%,21%,-2%,1.2%,
CCOc1ccc2oc(-c3ccccc3)c(C(N)=O)c2c1,3%,-1%,-13%,10%,1.2%,

# Next results follow.
SMILES,H37Rv inhibition,influenza NS1A,M. tuberculosis,Salmonella PhoP GFP,inhibitors of VEEV,others
CCOc1cc(N2CCOCC2)c(OCC)cc1NC(=O)COc1cccc(Cl)c1,54%,-1%,7%,2%,0.5%,
O=C(NCCc1c[nH]c2ccccc12)c1cc2ccccc2oc1=O,?,2%,4.8µM*,-3%,2.1%,
O=C1N(Nc2ccccc2)C(c2ccc(Br)cc2)C12CCCC2 (stereo not drawn),-5%,2%,12%,-9%,i,
COCCCNc1ccnc2c(Cl)cccc12,6%,-3%,26%,-19%,0.8%,
O=C(COC(=O)/C=C/c1ccc(Cl)cc1Cl)Nc1ccc2c(c1)OCCO2,-5%,1%,-2%,-4%,2.6%,
COc1ccc(C2=NN(CCC(=O)NC3CCCCCC3)C(=O)CC2)cc1,-8%,7%,-2%,7%,0.8%,
O=C(CSc1nnc(-c2ccccn2)o1)Nc1ccccc1F,-1%,8%,-7%,3%,2.8%,
CCOC(=O)c1sc2nc(C)nc(SCC(=O)NC3CCS(=O)(=O)C3)c2c1C (stereo not drawn),9%,-12%,25%,-16%,1.7%,

# Source: PubChem BioAssay (Southern Research Specialized Biocontainment Screening Center)
